# Source: PubChem (National Center for Advancing Translational Sciences (NCATS))
# TDP1 cell CPT: qHTS for Inhibitors of human tyrosyl-DNA phosphodiesterase 1 (TDP1): qHTS in cells in presence of CPT; chicken DT40 Tdp1-/-;hTDP1 cells + 20 nM CPT, ATP luminescence, 48 h; Potency, µM (titrated, usually from 46.2 µM), for inactives: at the highest dose activity change, negative = growth inhibition, most hits filed as inhibitors; 12% of 420,000 active; also: nearly all actives have a fitted effect of over 55% in size
#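 Chicken DT40 Tdp1-/- cells complemented with human TDP1, 400 cells/well, exposed to compounds plus 20 nM camptothecin for at least 48 h at 37 C; viability read as ATP content by CellTiter-Glo luminescence.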
# TDP1 inh: qHTS Assay for Inhibitors of Tyrosyl-DNA Phosphodiesterase (TDP1). recombinant TDP1, AlphaScreen DNA substrate cleavage. Potency, µM (doses to about 130 µM), without a hit: top-dose activity change, negative = inhibition, most hits filed as inhibitors. 0.28% of 350,000 active; also: nearly all actives have a fitted effect of over 40% in size
# Target sequence (Q9NUW8 whole entry, looked up): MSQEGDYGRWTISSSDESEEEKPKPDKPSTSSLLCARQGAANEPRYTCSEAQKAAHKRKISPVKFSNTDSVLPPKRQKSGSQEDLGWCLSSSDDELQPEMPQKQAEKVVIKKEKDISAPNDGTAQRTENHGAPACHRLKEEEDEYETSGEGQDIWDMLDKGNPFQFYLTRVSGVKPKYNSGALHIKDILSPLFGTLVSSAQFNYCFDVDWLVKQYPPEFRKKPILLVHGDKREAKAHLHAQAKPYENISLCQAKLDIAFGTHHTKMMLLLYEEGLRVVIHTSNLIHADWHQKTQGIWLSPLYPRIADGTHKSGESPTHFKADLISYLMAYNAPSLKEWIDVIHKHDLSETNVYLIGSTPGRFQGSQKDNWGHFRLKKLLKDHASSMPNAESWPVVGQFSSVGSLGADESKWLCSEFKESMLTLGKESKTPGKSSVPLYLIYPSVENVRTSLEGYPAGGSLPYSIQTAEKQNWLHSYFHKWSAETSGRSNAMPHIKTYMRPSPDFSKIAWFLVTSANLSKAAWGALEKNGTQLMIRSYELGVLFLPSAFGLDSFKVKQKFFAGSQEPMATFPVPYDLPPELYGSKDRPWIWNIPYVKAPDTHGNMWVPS
#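 E. coli-derived human Tdp1, 1 nM final. Cpd preinc 15 min RT; substrate 15 nM final, 5 min RT; AS bead mix 10 ug/ml final, 10 min RT. Signal loss = tyrosine-FITC cleavage. No-enzyme wells = max signal.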
# DT40 TDP1 no CPT: qHTS for Inhibitors of human tyrosyl-DNA phosphodiesterase 1 (TDP1): qHTS in cells in absence of CPT. DT40 Tdp1-/- hTDP1 cells, no CPT, ATP luminescence, 48 h. Potency, µM (doses to about 46.2 µM), without a hit: at the top dose activity change, negative = growth inhibition, hits mostly inhibitors. 15% of 420,000 active; also: nearly all actives have a fitted effect of over 55% in size
#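 Readout: luminescence from CellTiter-Glo after 30 min in the dark at RT. Cells: DT40 Tdp1-/- with stable hTDP1, 400/well. Exposure: compounds alone, ≥48 hr, 37 °C.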
# Starred values were filed as active, the others as inactive; ? = inconclusive; . = no result given; & = joins results of further samples; [ ] = dose if it differs, or a comment. Calls follow the shape of the dose curve; as a rule, active = well fitted curve in the direction sought with a large enough effect; inconclusive = small, poorly fitted or top-dose-only effect, or another doubt; inactive = no such curve, though single readings can be large; an effect the other way counts as inactive or inconclusive. % is scaled to controls: 0 for no effect and ±100 for the full control effect; potency is read from the fitted curve at half-maximal effect.
cpd | compound | TDP1 cell CPT | TDP1 inh | DT40 TDP1 no CPT
1 | CC(=O)c1ccc(NC(=O)CSc2nc3nc(C)cc(C)n3n2)cc1 | -1% | 0% | ?
2 | COc1cccc(CNC(=O)C2CCN(S(=O)(=O)c3cccc4nonc34)CC2)c1 | 17% | 7% | -27%
3 | CCC(C)OC(=O)C1=C(C)NC(=O)CC1c1ccccc1OC (centres undefined) | 8.2µM* | 4% | 10µM*
4 | CC(C)(C)n1nnnc1CN1CCN2CCCC2C1 (centres undefined) | 0% | 0% | -6%
5 | O=C(NCc1cc(C(F)(F)F)cc(C(F)(F)F)c1)C1CC(c2c(Cl)cccc2Cl)=NO1 (centres undefined) | ? | 1% | ?
6 | O=C(c1cccc2ccccc12)N1CCC(N2CCN(c3ccccc3)CC2)CC1 | -26% | 0% | ?
7 | O=C(NCc1ccc(Cl)cc1)C1CCN(C(=O)c2ccc(Cl)cc2)CC1 | ? | -5% | ?
8 | Cc1ccc(-c2nc3ncccc3o2)cc1NC(=O)c1ccc(-c2ccc(Cl)cc2)o1 | 4% | . | 3%
9 | Cc1ccccc1-c1nnc(NC(=O)c2ccc(N3C(=O)CCC3=O)cc2)s1 | -9% | 0% | 4%
10 | CCC(C)(C)NC(=O)CN(C(=O)c1snc(C(N)=O)c1N)c1ccc(OC)c(OC)c1 | 17% | 5% | -11%
11 | Cn1cc(CNC(=O)c2sc3cccc(Cl)c3c2Cl)cn1 | -30% | 2% | -16%
12 | Cc1ccc(S(=O)(=O)n2ccc(-c3ccc(OCc4c(F)cccc4Cl)cc3)n2)cc1 | -24% | 0% | ?
13 | Cc1c(NC(=O)c2coc(=O)c(Br)c2)c(=O)n(-c2ccccc2)n1C | 2.6µM* | 0% | 4.1µM*
14 | Cc1nc(N2C(=O)C(=O)/C(=C(/O)c3ccccc3)C2c2ccco2)sc1C (centres undefined) | -28% | -6% | ?
15 | CC(C)CCNC(=O)c1ccccc1NC(=O)C1=CSCCO1 | -5% | 2% | 6%
16 | Cc1ccccc1C(=O)N1CCC(c2nc(-c3ccc(S(=O)(=O)N4CCCC4)cc3)no2)CC1 | -9% | 5% | -14%
17 | Cc1nc2ccccc2n(CC(=O)Nc2cc(Cl)cc(Cl)c2)c1=O | 9.2µM* | 2% | 15µM*
18 | COc1ccc(OC)c(NC(=O)CCNS(=O)(=O)c2ccc3c(c2)oc(=O)n3C)c1 | 8%&-8% | 6%&3% | -8%&-3%
19 | COc1ccc(CN2C[C@@H](CO)O[C@@H](n3cnc4c(NC5CC5)ncnc43)C2)cc1 | ? | . | ?
20 | CC(C)=NNc1nc(-c2ccc(N3C(=O)CCC3=O)cc2)cs1 | 5% | 3% | ?
21 | Cc1ccc(C(=O)N2CC(=O)Nc3ccc(Br)cc3C2c2ccc(F)cc2)cc1C (centres undefined) | ? | 6% | ?
22 | COCOCCn1cc(CN2CCS(=O)(=O)N(Cc3ccc(-c4ccc(C)cc4)cc3)C(CC(C)C)C2=O)nn1 (centres undefined) | -64% | . | ?
23 | Cc1nc2nc(N)nn2c(C)c1C/C=C/c1ccccc1 | 6% | 9% | 15%
24 | O=C(COC(=O)C1(c2ccccc2F)CCCC1)N1CCNC1=O | -13% | -10% | -13%
25 | O=C1CCc2cc(NS(=O)(=O)c3ccc([N+](=O)[O-])cc3)cc3c2N1CCC3 | -9% | -6% | -16%

# Among those listed so far, 6 have a Cl atom.
cpd | compound | TDP1 cell CPT | TDP1 inh | DT40 TDP1 no CPT
5 | O=C(NCc1cc(C(F)(F)F)cc(C(F)(F)F)c1)C1CC(c2c(Cl)cccc2Cl)=NO1 (centres undefined) | ? | 1% | ?
7 | O=C(NCc1ccc(Cl)cc1)C1CCN(C(=O)c2ccc(Cl)cc2)CC1 | ? | -5% | ?
8 | Cc1ccc(-c2nc3ncccc3o2)cc1NC(=O)c1ccc(-c2ccc(Cl)cc2)o1 | 4% | . | 3%
11 | Cn1cc(CNC(=O)c2sc3cccc(Cl)c3c2Cl)cn1 | -30% | 2% | -16%
12 | Cc1ccc(S(=O)(=O)n2ccc(-c3ccc(OCc4c(F)cccc4Cl)cc3)n2)cc1 | -24% | 0% | ?
17 | Cc1nc2ccccc2n(CC(=O)Nc2cc(Cl)cc(Cl)c2)c1=O | 9.2µM* | 2% | 15µM*

# The main list resumes; the three compounds before the break are reprinted first.
cpd | compound | TDP1 cell CPT | TDP1 inh | DT40 TDP1 no CPT
23 | Cc1nc2nc(N)nn2c(C)c1C/C=C/c1ccccc1 | 6% | 9% | 15%
24 | O=C(COC(=O)C1(c2ccccc2F)CCCC1)N1CCNC1=O | -13% | -10% | -13%
25 | O=C1CCc2cc(NS(=O)(=O)c3ccc([N+](=O)[O-])cc3)cc3c2N1CCC3 | -9% | -6% | -16%
26 | CC(C)CNC(=O)NC(=O)COC(=O)C1CSC2(c3ccc(F)cc3)CCC(=O)N12 (centres undefined) | 5% | -2% | -7%
27 | COc1ccc2[nH]c(=O)c(CN(CCO)S(=O)(=O)c3ccc(C)cc3)cc2c1 | -16% | 5% | ?
28 | COc1ccc(C(=O)NCC(c2ccco2)S(=O)(=O)c2cccs2)cc1OC (centres undefined) | ? | 3% | ?
29 | O=C(CN1CCCCC1)Nc1ccc(NC(=O)c2ccc(Cl)cc2)cc1Cl | 13µM* | -2% | 26µM*
30 | CC(=O)c1cc2c(cc1NC(=O)CSc1nnc(C3CC3)n1C)OCO2 | 22% | . | 15%
31 | C=CCn1c(CCSCc2ccccc2)n[nH]c1=S | -19% | 8% | ?
32 | Cc1cc(C)cc(NC(=O)CSc2nc3c(oc4ccccc43)c(=O)n2-c2ccccc2)c1 | -16% | 3% | ?
33 | COc1ccc(-c2[nH]ncc2[C@@H]2C[C@H]3CN(Cc4ccccc4C)C(=O)[C@]34CCCN24)cc1 | ? | 4% | ?
34 | CC(C)n1nccc1NC(=O)COC(=O)c1ccc(NC(N)=O)cc1 | -2% | 1% | ?
35 | CCn1c(=O)cc(OCC(=O)Nc2ccc(C)cn2)c2ccccc21 | ? | 6% | ?
36 | CC(C)(C)n1nnnc1C(c1cccs1)N1CCN(Cc2ccccc2)CC1 (centres undefined) | -20% | 9% | -19%
37 | c1coc(C2OCC3(CO2)COC(c2ccco2)OC3)c1 (centres undefined) | 16% | . | 12%
38 | CN(CCO)C(=O)c1cn(C2CCCN(Cc3cc4ccccc4s3)C2)nn1 (centres undefined) | -19% | . | -25%
39 | CC(O)(CS(=O)(=O)Cc1ccccc1Cl)C(=O)Nc1cccc(C(F)(F)F)c1 (centres undefined) | -18% | 2% | -16%
40 | CCn1c(SCC(=O)NC2=NCCS2)nnc1C(C)NC(=O)c1ccccc1F (centres undefined) | 7% | . | -2%
41 | O=C(CSCc1ccccc1Br)Nc1ccccc1 | -11% | . | -5%
42 | CN=c1scc(-c2ccccc2F)n1/N=C/c1ccc[nH]1 | -11% | 5% | ?
43 | COc1ccc([N+](=O)[O-])cc1NC(=O)C(C)Sc1ccccc1 (centres undefined) | ? | 4% | ?
44 | S=C(Nc1ccc(Cl)cc1)NC1CC2CCCC(C1)N2C1CC1 (centres undefined) | ? | 0% | ?
45 | COc1ccc(S(=O)(=O)N(C)Cc2ccc3c(c2)OCCO3)cc1 | -7% | 0% | ?
46 | CC(C)(C)OC(=O)CC[C@@H](C(=O)N1CCN(C(=O)OC(C)(C)C)CC1)n1cc(C(Cc2ccc(O)cc2)NC(=O)OC(C)(C)C)nn1 (some centres undefined) | 18µM* | 3% | 16µM*
47 | CN=Cc1sc2ccccc2c1O | 0% | 5% | -15%
48 | COc1ccccc1NC(=O)CSc1nc2[nH]ncc2c(=O)[nH]1 | -10% | 0% | -7%
49 | COC(=O)c1cc(C(C)=O)n2ccccc12 | 2% | 1% | -21%
50 | O=C(c1cc(-c2ccccc2Cl)nc2ccc(Br)cc12)N1CCN(c2ccccn2)CC1 | ? | . | ?

# Compound profiles, from the list above. Screens in order: TDP1 cell CPT	TDP1 inh	DT40 TDP1 no CPT
# Cc1cc(C)cc(NC(=O)CSc2nc3c(oc4ccccc43)c(=O)n2-c2ccccc2)c1 as listed: -16%	3%	?
# COc1ccccc1NC(=O)CSc1nc2[nH]ncc2c(=O)[nH]1 as listed: -10%	0%	-7%

# Next records follow.
cpd | compound | TDP1 cell CPT | TDP1 inh | DT40 TDP1 no CPT
51 | O=C1NCCN(CC2CCN(CCC3CCCC3)CC2)C1=O | -12% | . | -2%
52 | CCCN(CCC)CC(=O)NCC1(c2ccccc2)CCOCC1 | ? | 0% | -20%
53 | CCOc1ccccc1NC(=O)CSc1nc2ccccc2c(=O)n1CC1CCCO1 (centres undefined) | ? | 3% | ?
54 | CCOc1ccc(NS(=O)(=O)c2cc(C(=O)N(CC)CC(=O)NCc3cccs3)ccc2C)cc1 | ? | 2%[0.505 µM] | ?
55 | COCCn1c(SCC(=O)c2ccccc2)nc2c(c1=O)SC(C)C2 (centres undefined) | 23µM* | 4% | ?
56 | Cc1ccc2c(c1)C(=O)C(=O)N2CCOc1ccccc1 | 0.58µM* | 4% | 0.73µM*
57 | Cc1ccc(C)c(N2CCN(CCCNC(=O)Cn3c(-c4cccs4)cc4ccccc43)CC2)c1 | 5.2µM* | 6% | 2.9µM*
58 | CC1CCN(S(=O)(=O)c2ccc3c(c2)C(=NO)c2cc(S(=O)(=O)N4CCC(C)CC4)ccc2-3)CC1 | 0.65µM* | 5% | 0.73µM*
59 | COc1cc2c(cc1OC)CN(C(=O)c1sccc1C)CC2 | -5% | 0% | -29%
60 | Cc1ccc(S(=O)(=O)N2CCN(Cc3ccccn3)CC2)cc1 | -17% | 3% | ?
61 | COCCN=C1N[C@@H](c2cccc(C(F)(F)F)c2)C(C(=O)OC)=C(C)N1Cc1ccccc1 | 13µM* | . | 10µM*
62 | COc1cccc(CNC(=O)C(=O)NCCc2ccc(OC)c(OC)c2)c1 | ? | 2% | ?
63 | O=C(NCCN1CCCC1)c1ccc(Cn2c(=S)[nH]c3cc4c(cc3c2=O)OCO4)cc1 | -29% | 2% | 23µM*
64 | Cc1nc(N2CCN(Cc3ccccc3)CC2)nc2c1CCC2 | -18% | 4% | ?
65 | CS(=O)(=O)N(CC(=O)NCc1ccccc1)C1CCCCC1 | -4% | 1% | -7%
66 | COc1ccc2[nH]c3c(c2c1)CCN1C(=O)C(CC(=O)NCc2ccco2)C[C@H](C(=O)N2CCOCC2)[C@@]31C (some centres undefined) | 1% | 1%[56.1 µM] | -3%
67 | Cc1ccc(CNC(=O)c2cccc(-n3cnc4cccnc43)c2)cc1 | ? | 0% | ?
68 | COCCN=C1N[C@@H](c2ccc(Br)cc2)C(C(=O)OC)=C(C)N1Cc1ccccc1 | ? | . | ?
69 | C=CCN(C(=O)c1ccc(Cl)cc1)c1ccccc1C(=O)NCC(=O)O | -11% | 3% | 9%
70 | Cc1cccc(CNc2cc(-c3cccc(NS(C)(=O)=O)c3)ncn2)c1 | ? | -12% | ?
71 | COc1ccc(-c2nc(=S)n3ccsc3n2)cc1OC | -11% | 3% | -3%
72 | CC(=O)Nc1ccc(S(=O)(=O)NC2(C(F)(F)F)N=C(c3ccccc3)NC2=O)cc1 (centres undefined) | 0% | 2% | -1%
73 | O=C(Cn1ncc(Cl)c(Cl)c1=O)NC1CCCCC1 | 10µM* | -5%[56.1 µM] | 15µM*
74 | COc1ccc(-c2cc(=O)c3c(O)cc(O)cc3o2)cc1 | ? | 6% | 24µM*
75 | CCc1nc(N2CCN(C(C)=O)CC2)c2c3c(sc2n1)CCCC3 | -8% | . | -15%
76 | CCCCn1c(-c2cc(Cl)ccc2OC)n[nH]c1=S | 1% | 3% | 4%
77 | C[C@H](CO)N1C[C@H](C)[C@@H](CN(C)S(C)(=O)=O)OCc2cnnn2CCCC1=O | 0% | . | -1%
78 | CCOC(=O)c1c(C)oc2ccc(OCC(N)=O)cc12 | -4% | 3% | -16%
79 | COc1ccc(C2=Nc3ccccc3N(C(=O)c3cccnc3)C2C(=O)NC2CCCC2)cc1 (centres undefined) | -5% | . | 4%
80 | COC(=O)CCN(c1ccccc1)C(CNS(=O)(=O)c1ccccc1)c1ccccc1 (centres undefined) | ? | 5% | ?
81 | Cc1ccc(S(=O)(=O)NCC(=O)N(CC(=O)NCc2ccccc2)CC2CCCO2)cc1 (centres undefined) | 29% | -1% | -12%
82 | O=c1c2sccc2n(Cc2ccc(F)cc2)c(=O)n1-c1ccc(F)cc1 | ? | 5% | ?
83 | CC1CN(C(=O)N2CCC(C(=O)NCCC3=CCCCC3)CC2)c2ccccc2O1 (centres undefined) | -30% | 3% | ?
84 | Cc1cc(Cl)ccc1OCC(=O)OCC(=O)Nc1cccnc1Cl | 2% | -7%[56.1 µM] | 7%
85 | Cc1ccc(C)c(OC(=O)CSc2nnc(-c3ccc4c(c3)OCO4)o2)c1 | 5% | 0% | -9%
86 | CN(C(=O)COC(=O)C(Cc1ccccc1)NC(=O)c1ccccc1)c1ccccc1 (centres undefined) | -20% | -3% | -1%
